Source: PubChem
Pf apPOL block = Pf-apPOL inhibitors, biochemical, fluorescence; inhibition, % at 10 µM; 210,000 compounds, 0.25% hits; Recombinant Pf-apPOL, molecular beacon fluorescence, 1.5 h
mHTT-CaM PPI inh = mutant huntingtin-calmodulin interaction inhibitors – biochemical, AlphaScreen, primary screen; inhibition, % at 15 µM; 190,000 compounds, 3.6% hits; P42858; AID 1671202, 2021; AlphaScreen His-mHTT/GST-CaM binding, luminescence;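 further: 0% = both proteins with DMSO and 100% = one protein alone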
Target sequence (P42858 whole entry, looked up, stated change not applied): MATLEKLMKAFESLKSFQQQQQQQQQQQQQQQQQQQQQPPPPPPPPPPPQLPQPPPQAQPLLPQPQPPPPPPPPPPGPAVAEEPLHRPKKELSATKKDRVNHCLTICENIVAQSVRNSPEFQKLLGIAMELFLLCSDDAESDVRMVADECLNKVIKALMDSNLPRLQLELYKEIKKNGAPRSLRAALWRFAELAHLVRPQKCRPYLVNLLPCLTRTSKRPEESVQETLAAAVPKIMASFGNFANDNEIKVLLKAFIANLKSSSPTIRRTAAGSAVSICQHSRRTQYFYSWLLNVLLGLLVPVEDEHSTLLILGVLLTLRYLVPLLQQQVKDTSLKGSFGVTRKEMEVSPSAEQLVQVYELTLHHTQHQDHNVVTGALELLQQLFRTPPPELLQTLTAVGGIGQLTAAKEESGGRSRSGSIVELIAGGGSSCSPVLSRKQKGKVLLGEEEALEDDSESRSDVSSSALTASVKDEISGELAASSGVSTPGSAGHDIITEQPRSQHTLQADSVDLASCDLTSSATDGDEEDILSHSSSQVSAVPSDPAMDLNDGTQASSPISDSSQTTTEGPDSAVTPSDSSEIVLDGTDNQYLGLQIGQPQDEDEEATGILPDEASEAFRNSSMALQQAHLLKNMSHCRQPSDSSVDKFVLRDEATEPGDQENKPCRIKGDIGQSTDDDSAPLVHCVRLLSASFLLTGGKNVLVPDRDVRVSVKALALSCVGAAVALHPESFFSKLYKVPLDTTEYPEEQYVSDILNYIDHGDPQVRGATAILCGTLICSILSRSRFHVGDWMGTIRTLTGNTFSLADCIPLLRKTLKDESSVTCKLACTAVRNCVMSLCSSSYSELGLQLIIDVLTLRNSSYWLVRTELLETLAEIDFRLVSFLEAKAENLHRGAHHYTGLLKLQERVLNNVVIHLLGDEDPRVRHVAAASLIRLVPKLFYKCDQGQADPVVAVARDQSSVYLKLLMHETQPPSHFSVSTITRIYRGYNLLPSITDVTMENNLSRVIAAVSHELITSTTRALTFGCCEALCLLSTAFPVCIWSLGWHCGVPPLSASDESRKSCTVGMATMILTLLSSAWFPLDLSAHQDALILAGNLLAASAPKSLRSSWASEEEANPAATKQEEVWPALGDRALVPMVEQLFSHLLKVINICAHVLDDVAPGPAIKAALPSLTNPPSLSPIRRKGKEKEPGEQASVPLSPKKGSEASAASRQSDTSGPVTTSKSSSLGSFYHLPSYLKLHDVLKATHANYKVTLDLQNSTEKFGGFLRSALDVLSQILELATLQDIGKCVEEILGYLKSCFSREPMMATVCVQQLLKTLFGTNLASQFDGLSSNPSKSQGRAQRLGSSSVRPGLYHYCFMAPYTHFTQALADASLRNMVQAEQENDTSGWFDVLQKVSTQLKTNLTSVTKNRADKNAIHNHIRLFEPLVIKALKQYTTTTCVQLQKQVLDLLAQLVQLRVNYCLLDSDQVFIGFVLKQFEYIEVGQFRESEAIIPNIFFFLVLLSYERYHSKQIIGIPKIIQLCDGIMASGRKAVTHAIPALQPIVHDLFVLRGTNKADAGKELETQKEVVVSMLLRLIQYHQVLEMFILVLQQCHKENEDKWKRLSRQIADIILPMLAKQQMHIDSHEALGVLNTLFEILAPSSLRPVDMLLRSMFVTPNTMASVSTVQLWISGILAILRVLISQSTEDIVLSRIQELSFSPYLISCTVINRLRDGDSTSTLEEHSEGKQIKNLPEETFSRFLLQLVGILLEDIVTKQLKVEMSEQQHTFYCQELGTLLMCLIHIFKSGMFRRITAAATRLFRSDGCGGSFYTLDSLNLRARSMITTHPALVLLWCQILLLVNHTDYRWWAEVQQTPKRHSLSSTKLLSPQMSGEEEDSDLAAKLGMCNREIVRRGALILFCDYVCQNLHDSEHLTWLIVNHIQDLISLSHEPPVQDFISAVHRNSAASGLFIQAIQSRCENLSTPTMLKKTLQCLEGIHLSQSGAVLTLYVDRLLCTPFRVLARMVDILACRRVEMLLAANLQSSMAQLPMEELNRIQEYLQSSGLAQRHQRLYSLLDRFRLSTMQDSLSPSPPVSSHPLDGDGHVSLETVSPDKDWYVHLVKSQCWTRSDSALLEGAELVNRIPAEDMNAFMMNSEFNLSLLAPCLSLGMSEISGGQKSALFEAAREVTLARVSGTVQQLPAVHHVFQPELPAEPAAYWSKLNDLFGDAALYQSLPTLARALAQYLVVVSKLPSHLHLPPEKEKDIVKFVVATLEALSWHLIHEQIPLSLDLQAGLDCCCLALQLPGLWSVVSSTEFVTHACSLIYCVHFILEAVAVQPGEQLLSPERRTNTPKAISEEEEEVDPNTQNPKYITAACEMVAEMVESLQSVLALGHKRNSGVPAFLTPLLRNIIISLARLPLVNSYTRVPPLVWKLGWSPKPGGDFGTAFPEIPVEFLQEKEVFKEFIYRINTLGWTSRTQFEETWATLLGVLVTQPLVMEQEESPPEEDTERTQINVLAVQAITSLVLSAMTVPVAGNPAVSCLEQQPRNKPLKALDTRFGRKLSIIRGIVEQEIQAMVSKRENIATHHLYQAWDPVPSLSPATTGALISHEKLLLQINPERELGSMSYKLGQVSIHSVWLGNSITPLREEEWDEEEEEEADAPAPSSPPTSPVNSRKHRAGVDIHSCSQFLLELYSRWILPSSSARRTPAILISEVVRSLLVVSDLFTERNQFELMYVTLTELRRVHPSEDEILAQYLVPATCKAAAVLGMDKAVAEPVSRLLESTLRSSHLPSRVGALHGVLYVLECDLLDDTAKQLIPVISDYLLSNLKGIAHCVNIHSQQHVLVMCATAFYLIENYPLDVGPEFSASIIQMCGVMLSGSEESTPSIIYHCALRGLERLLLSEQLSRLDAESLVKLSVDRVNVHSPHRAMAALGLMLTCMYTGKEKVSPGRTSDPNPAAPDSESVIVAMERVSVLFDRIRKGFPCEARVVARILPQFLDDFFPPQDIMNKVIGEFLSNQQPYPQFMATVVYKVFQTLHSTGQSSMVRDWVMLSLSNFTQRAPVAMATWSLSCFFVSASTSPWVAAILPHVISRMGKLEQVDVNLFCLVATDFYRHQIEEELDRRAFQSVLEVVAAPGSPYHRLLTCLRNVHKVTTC
* hit, by the source's call; i = inactive; . = not tested or not shown; & = joins results of further samples. No stated cut-off is given here; in the data, active means inhibition above about 50%; inactive means the rest.

The line under a structure holds: Pf apPOL block, mHTT-CaM PPI inh
COCCC(=O)N1CCCC(OCc2nc(-c3cnccn3)no2)C1 (stereo not drawn)
  -6, -10
OCCN(CCO)c1ccccc1
  -16, .
Cc1cc(Cl)ccc1-c1ccc(C=O)o1
  -1, 27
COc1ccccc1NS(=O)(=O)c1cc2c(s1)CCN(C(C)=O)C2
  -3, -1
Cc1ccc(NC(=O)Cc2nc(-c3ccccn3)n[nH]2)cc1C
  -15, 96*
C=CCNC(=O)C1CCN(c2ncccc2NC(=O)Nc2ccc(C)c(C)c2)CC1
  -3, 10
O=CNCCc1c[nH]c2ccccc12
  4, -4
CCCN1C(=O)Cc2ccccc2C1C(=O)NCc1ccc(F)cc1 (stereo not drawn)
  -2, -7
N#Cc1ccc(Cn2cc(/C=C3\C(=O)NC(=O)N(Cc4ccco4)C3=O)c3ccccc32)cc1
  -3, 6
Cc1ccc(C)c(Oc2ncnc(N)c2[N+](=O)[O-])c1
  -2, 2
CS(=O)(=O)c1ccc2nc(NS(=O)(=O)c3ccc(F)cc3)sc2c1
  ., -5
O=C(c1ccc(OCC2CCN(C(=O)c3ccco3)CC2)cc1)N1CCCC1
  -1, 0
COc1ccc(-c2csc(/C(C#N)=C/Nc3ccc(F)cc3)n2)cc1OC
  -1, 16
Cc1cc(C)nc(N=C(N)Nc2ccc(C(=O)O)cc2)n1
  3, -3
COc1cccc(C(=O)NCC(C)(O)C2CC2)c1OC (stereo not drawn)
  -1, -13
Cc1ccc(N2C(=O)CC(N3CCN(c4ccccc4F)CC3)C2=O)cc1 (stereo not drawn)
  -8, -5
Cc1ccc(C2CCCN2C(=O)c2cc(-c3cccs3)on2)cc1 (stereo not drawn)
  -2, 8
Cc1ccc(C2CC(C(F)(F)F)n3ncc(C(=O)Nc4ccc(C)c(C)c4)c3N2)cc1 (stereo not drawn)
  -5, 3
COc1ccc(C2CC(C(F)(F)F)n3ncc(C(=O)NCCc4ccccc4)c3N2)cc1 (stereo not drawn)
  0, 7
CCOc1cc(C)c(/C=C2\SC(=O)N(CC(=O)N3CCOCC3)C2=O)cc1C(C)C
  2, 16
CNC(=S)NNC(=O)CSc1cccs1
  0&-1, .
COc1ccccc1NC(=O)c1cc(S(=O)(=O)NC2CCCC2)ccc1F
  -2, 3
CCCc1nnsc1C(=O)N1CCC(Cn2c(C(F)(F)F)nc3ccccc32)CC1
  -4, -12
CCOc1ccccc1N(C)C(=O)C1CCN(c2ncnc3c2nc2n3CCCCC2)CC1
  -1, 18
CC1=NN(C(=O)c2ccc(C)c([N+](=O)[O-])c2)C(O)(C(F)(F)F)C1 (stereo not drawn)
  -13, 5
CC(=O)N1CCc2sc(S(=O)(=O)Nc3ccc(C)c(F)c3)cc2C1
  -3, 0
COc1ccc2c(=O)c(Oc3ccccc3)coc2c1
  -13, -6
COc1ccccc1CN1CC(C(=O)NC(C)C)CC1=O (stereo not drawn)
  -6, -1
CCCC(C)NC(=O)Cc1ccccc1 (stereo not drawn)
  -2, -5
COc1cc(C(=O)Nc2ccc(Cl)cn2)cc(OC)c1OC
  -1, -3
CCCN1CCC(=O)N(CCSc2ccc(C)cc2)CC1
  -7, 2
Cc1ccc(CN2CCC(C(=O)N3CCc4ccccc4C3)CC2)o1
  -2, 6
CC1=NN2C(C1)c1ccccc1OC2c1ccc(Cl)cc1 (stereo not drawn)
  -4, -1
O=C(COc1ccc2c(c1)C(=O)CC2)Nc1cccc(C(F)(F)F)c1
  -6, -13
O=C(C=CNc1cccc(Cl)c1)c1ccc(Br)cc1
  -5, 0
Cn1cccc1C(=O)N1CC2CC1CC2NS(=O)(=O)c1cccs1 (stereo not drawn)
  2, 14
CCNC(=O)N1CC=C(C(=O)Nc2ccccc2F)CC1
  -6, 0
CCOc1ccccc1/C=C1\N=C(c2ccc(OC)cc2)OC1=O
  -3, -4
O=S(=O)(N=C(NN=Cc1ccccc1O)N1CCCC1)c1ccccc1
  3, .
NC(=O)c1oc2ccccc2c1NC(=O)CCSc1ccc(F)cc1
  -6, 7

Next part, overlapping the part above by four compounds.
The line under a structure holds: Pf apPOL block, mHTT-CaM PPI inh
CCNC(=O)N1CC=C(C(=O)Nc2ccccc2F)CC1
  -6, 0
CCOc1ccccc1/C=C1\N=C(c2ccc(OC)cc2)OC1=O
  -3, -4
O=S(=O)(N=C(NN=Cc1ccccc1O)N1CCCC1)c1ccccc1
  3, .
NC(=O)c1oc2ccccc2c1NC(=O)CCSc1ccc(F)cc1
  -6, 7
CCc1ccccc1S(=O)(=O)N1CCC(c2nc(C(=O)N3CCCC3)c(C)o2)CC1
  -6, 11
N#CC1=C(N)C(C#N)(C#N)[C@H](c2ccc(F)cc2)[C@H]2COCC=C12
  ., -3
C=CCNC(=O)C1CC(c2cccc(OC)c2)=NO1 (stereo not drawn)
  -7, -5
CCOC(=O)c1sc(NC(=O)CN2C(=O)c3ccccc3C2=O)c(SC#N)c1C
  -1, 0
COc1ccc(N(CC(=O)N(C)Cc2ccccc2)S(C)(=O)=O)cc1OC
  1, 1
Cc1ccc(NC(=O)N2CCCC(CCC(=O)NCc3cccnc3)C2)cc1 (stereo not drawn)
  -2, 11
CCCN(C)C(=O)C1CCN(c2cnn(CCC)c(=O)c2)CC1
  -3, -5
CCCOc1nnc(-c2ccc(C)cc2)c2ccccc12
  5, -15
CCOC(=O)N1CCN(CC(O)COCC23CC4CC(CC(C4)C2)C3)CC1 (stereo not drawn)
  -3, 10
Cc1ccc(C(=O)N2CCC(CCOc3cccnc3)CC2)cc1
  -2, -7
Clc1ccc(C2=NC(c3ccc(Cl)cc3)c3c(ccc4ccccc34)N2)cc1 (stereo not drawn)
  ., 26
COc1cc(OC)cc(C(=O)N2CCC3(CC2)NC(=O)N(Cc2ccc(F)cc2)C3=O)c1
  -8, 7
O=C(CSc1ccc(C(=O)Nc2ccccc2C(F)(F)F)cc1[N+](=O)[O-])NCc1ccco1
  -5, 3
COc1cc(OC)cc(C(=O)N2CCC(N3CCN(c4ccccc4OC)CC3)CC2)c1
  6, 5
O=C(CN(c1ccccc1)S(=O)(=O)c1ccccc1)Nc1cccnc1
  -6, -3
CC1CCCCN1CCNC(=O)C1CCN(c2cncnc2N2CCOCC2)CC1 (stereo not drawn)
  -5, -6
Cc1noc(C)c1C1CCCN1C(=O)c1cc(C(F)(F)F)n(C)n1 (stereo not drawn)
  -2, -3
O=C(Nc1ccccc1C(=O)O)c1ccc([N+](=O)[O-])cc1Cl
  17, 1
CN(C)c1nc(Oc2ccc(OCC(N)=O)nn2)nc(N(C)C)n1
  1&1, -3&0
Cc1cc(Oc2ccc(C(F)(F)F)cc2NC=C(C#N)C#N)cc(C)c1Cl
  1, .

Fetched by structure from the list above:
The line under a structure holds: Pf apPOL block, mHTT-CaM PPI inh
O=C(Nc1ccccc1C(=O)O)c1ccc([N+](=O)[O-])cc1Cl
  17, 1
O=C(CN(c1ccccc1)S(=O)(=O)c1ccccc1)Nc1cccnc1
  -6, -3

Later entries:
The line under a structure holds: Pf apPOL block, mHTT-CaM PPI inh
CCOC(=O)C1CCN(S(=O)(=O)c2ccc3c(c2)CCO3)CC1
  0&6, .
Cc1ccc(CCC(=O)Nc2ccc([N+](=O)[O-])cc2)o1
  -1&-9, -8&7
COc1ccc(/C=C/c2nc(O)c([N+](=O)[O-])c(=O)[nH]2)cc1
  -7, -1
COc1ccc(/C(=N/O)c2nccc3cc(OC)c(OC)cc23)cc1OC
  ., i
CCSc1nnc2c(n1)OC(c1ccc(OC)c(OC)c1)Nc1ccccc1-2 (stereo not drawn)
  1, 3
Cc1ccc(S(=O)(=O)c2nc(N)sc2Cl)cc1
  43, 9
Cn1c(=O)c2c(ncn2CC(=O)Nc2nnc(C3CCCCC3)s2)n(C)c1=O
  38, -4
CC(C)(C)N=C1Nc2ccccc2NC12CCCN(C(=O)c1ccoc1)C2 (stereo not drawn)
  1, 28
C[C@H]1[C@H](c2ccccc2)Oc2cc(Br)ccc2S(=O)(=O)N1Cc1cccc(F)c1
  -3, 39
Cc1nc2cc(NC(=O)c3ccccc3Br)ccc2n1-c1ccccc1
  0, 4
C=CCN(C)C(=O)c1ccc2c(c1)N(C)C(C)CO2 (stereo not drawn)
  -8, 2
COc1ccc(N2CC(C(=O)N(C)C(C)C)CC2=O)cc1 (stereo not drawn)
  -4, -1
Cc1[nH]nc2c1C(c1cccnc1)C(C#N)=C(N)O2 (stereo not drawn)
  2, -4
CCCN=C(C)c1c(CCC)[nH]n(-c2nc3ccccc3s2)c1=O
  4, -1
CC(=O)N1CCc2cc(Br)cc(S(=O)(=O)NC3CCCCC3)c21
  -4, 11
Cc1ccc(C)n1CCN1CCN(S(=O)(=O)c2ccc(F)cc2F)CC1
  -12, .
CC(C)OCCCNC(=O)CCCCCn1c(=O)[nH]c2ccsc2c1=O
  -1, -5
CCOc1ccc(-c2nc3s/c(=C\c4cccnc4)c(=O)n3n2)cc1
  2, 1
O=C(Nc1ccccc1F)C1CCc2sc(C(=O)N3CCCCC3)cc2C1 (stereo not drawn)
  -4, 0
CCOC(=O)N1CCC(NC(=O)Nc2ccc3c(c2)CCO3)CC1
  0, .
Cn1c(SCC(=O)NC2CCCCC2)nnc1C(O)c1ccccc1 (stereo not drawn)
  -9, 4
COC(=O)c1c(N)sc2c1CCN(Cc1ccccc1)C2
  -1, 5
Cc1c(Cl)c([N+](=O)[O-])nn1CCCC(=O)Nc1cccc(Cl)c1Cl
  -6, 8
CCOc1ccc(C(=O)Nc2cccc(-c3nc4ncccc4o3)c2C)cc1Br
  -2, -4
O=c1[nH]c2c(s1)C(c1cccc([N+](=O)[O-])c1)C1C3CCC(C3)C1S2 (stereo not drawn)
  -2, 5
Cc1ccc(NC(=O)N(C)c2ccccc2)cc1Cl
  -2, -21
C=CCN(C)C(=O)c1cc2sccc2n1C
  -7, 7
COc1ccc(N=c2oc3ccccc3cc2C(N)=O)cc1
  -1, 8
CC1CCCCN1CCNC(=O)c1ccc2c(c1)NC(=O)C(N1CCCCC1)S2 (stereo not drawn)
  -17, 0
Cn1cccc1/C=N/n1c(-c2ccco2)n[nH]c1=S
  ., i
Cc1cccc(C(=O)N2C(C(=O)NCc3ccccc3)COC23CCC(C)CC3)c1 (stereo not drawn)
  -2, 4
CC(=O)N1CCN(c2ccc(C)cc2C)C(=O)C1C (stereo not drawn)
  -2, -4
CCn1c(=O)c(N2CCC(NC(=O)Nc3ccc(C)c(C)c3)CC2)nc2ccccc21
  -5, -1
O=S(=O)(NCC#CCN1CCc2ccccc2C1)c1c(F)cccc1F
  0, -1
COc1cccc(CNc2nc3ccncc3n(Cc3ccccc3)c2=O)c1
  2, -4
Cc1ccc(CNC(=O)C2CCN(c3cncnc3N(C)C)CC2)cc1
  0, 8
CCOc1cc(/C=C(\C#N)c2nn(-c3ccccc3)c(N)c2C#N)cc(Br)c1OC
  -2, 56*
CC(=O)N(C)CCc1noc(-c2cc3cc(C)ccc3[nH]2)n1
  1, -8
COc1ccc(C2=C/C(=C\c3ccc(C)o3)C(=O)O2)c(OC)c1
  -1, 44
Cc1sc2ncnc(N3CCOCC3)c2c1C
  -5, -8

2 of the compounds above, field by field:
> CCOc1ccc(C(=O)Nc2cccc(-c3nc4ncccc4o3)c2C)cc1Br
  Pf apPOL block: -2
  mHTT-CaM PPI inh: -4

> O=S(=O)(NCC#CCN1CCc2ccccc2C1)c1c(F)cccc1F
  Pf apPOL block: 0
  mHTT-CaM PPI inh: -1

Continuation.
The line under a structure holds: Pf apPOL block, mHTT-CaM PPI inh
CCOc1ccc(/C=C2/SC(=Nc3ccccc3)NC2=O)cc1OC
  -5, 16
Cc1cccc(-c2csc3c(=O)n(CC(=O)OC(C)(C)C)cnc23)c1
  -5, -24
Cc1c(Cl)c(=O)[nH]c2ccccc12
  -8&-1, .
Clc1ccc(CSc2ncnc3c2sc2nnc(-c4ccccc4)c(-c4ccccc4)c23)cc1
  -6, .
Cc1cc(N2CCOCC2)nc(Nc2ccc(NC(=O)c3ccc(F)cc3)cc2)n1
  -6, 2
O=C(NC1(c2nc(-c3ccccc3)no2)CCCCC1)c1ccc2c(c1)OCO2
  2, 5
COc1cc(Cl)cc(/C=C2\NC(=O)N(Cc3ccc(Br)cc3)C2=O)c1O
  -2, 7
O=[N+]([O-])c1ccccc1C=Nc1ccc2oc(-c3cccc(F)c3)nc2c1
  -3, 26
CCOc1ccc(CNC(=O)C2CCCN(C(=O)c3cc(C)cc(C)c3)C2)cc1OC (stereo not drawn)
  0, 10
O=C(O)c1cc(NC(=O)c2ccccc2Cl)cc(C(=O)O)c1
  -12, 0
CCc1ccc(C2=C/C(=C/c3cc(OC)c(OC)c(OC)c3)C(=O)O2)cc1
  15, 31
CC(C)C(=O)Nc1nnc(N=Cc2ccccc2Cl)s1
  2, 5
CC1(CNC(=O)c2cccc(C(F)(F)F)c2)CCOCC1
  -5, -7
CCOc1cc(/C=C2/C(=N)N3C=CSC3=NC2=O)ccc1OCCCOc1ccccc1OC
  -2, 5
CCOc1ccc(-c2cc(=O)n(CC(=O)NC(c3ccccc3)c3ccccc3)cn2)cc1
  3, -1
COc1cccc(C2c3c(oc4ccccc4c3=O)C(=O)N2C)c1OC (stereo not drawn)
  -14, -1
O=C(CN1CCN(c2ccc(Cl)cc2)C1=O)NCCc1c[nH]c2ccccc12
  -14, 10
COC(=O)c1ccc(C(=O)N(Cc2ccco2)c2nc3ccccc3s2)cc1
  2, -9
CC1CCN(c2nn(CC(=O)Nc3ccccc3)c(=O)c3ccccc23)CC1
  -3, 12
